# Source: PubChem (Broad Institute)
# LGR2 antag – inhibitors of bursicon-induced LGR2 CRE-luciferase signal, primary screen, cell-based, HEK293, CRE-luciferase reporter, bursicon stimulation; Drosophila bursicon receptor LGR2 (rickets); bursicon-stimulated, 4 h; inhibition, % at 9.99 µM; hit rate 0.35% among 380,000; AID 720647, 2013;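 active = drop in luminescence signal, shown as inhibition above about 50% in the replicate tests, limit read from the data, passing the limit was not always enough; inconclusive = probably only some replicates passing the limit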;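 also: agonist challenge used bursicon conditioned medium at about half maximal strength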
# EWS-Fli inh – EWS/Fli-driven NR0B1 reporter inhibitors, primary screen, A673 cells, NR0B1 luciferase, luminescence, MLPCN library; viability-normalised; inhibition, % at 12.6 µM; hit rate 0.67% among 350,000;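 active = mean inhibition of at least 50% after viability correction, with every replicate also passing that limit; inconclusive = mean reaches 50% but only one of two replicates passes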;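 also: firefly luciferase signal divided by Alamar Blue viability fluorescence both relative to DMSO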
# Casp6 inh – human caspase-6 inhibitors, primary screen, biochemical, VEID-R110 fluorescence, single point, set 2 | AID 686996, 2013 | hit rate 0.53% among 350,000 | purified caspase-6, Z-VEID-R110 cleavage fluorescence | P55212 | inhibition, % at 12.5 µM;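 active = mean inhibition across replicates at least about 35%, with every replicate also reaching that limit, limit read from the data; inconclusive = only one of the two criteria met; inactive = neither criterion met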;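 also: 0% = median of neutral control wells and 100% = no fluorescence left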
# Target sequence (P55212 24-179 limits assumed): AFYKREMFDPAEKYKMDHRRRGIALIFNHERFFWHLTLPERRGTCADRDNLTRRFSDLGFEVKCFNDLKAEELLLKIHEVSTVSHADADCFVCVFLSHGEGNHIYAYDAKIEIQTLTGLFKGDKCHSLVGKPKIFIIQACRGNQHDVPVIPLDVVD
# Target sequence (P55212 194-293 limits assumed): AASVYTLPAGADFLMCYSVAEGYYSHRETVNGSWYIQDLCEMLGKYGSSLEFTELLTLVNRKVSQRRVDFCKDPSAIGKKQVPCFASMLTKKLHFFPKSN
# ARNT TACC3 PPI – disruptors of ARNT/TACC3 protein interaction, primary screen, biochemical, AlphaScreen, single concentration. Transforming acidic coiled-coil-containing protein 3 (Homo sapiens), Q9Y6A5. AlphaScreen His-ARNT PAS-B/GST-TACC3 binding, luminescence; TACC3 fragment carries E629A point mutation. inhibition, % at 9.99 µM. hit rate 0.66% among 390,000. AID 623870, 2012;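 active = mean inhibition of replicates at least 50% and at least half of replicates each reaching 50%; inconclusive = half or more replicates reach 50% but mean below 50%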;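 also: 0% = complete ARNT plus TACC3 wells and 100% = ARNT alone without TACC3; many hits fall short of the cut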
# DENV2 CPE – inhibitors of DENV2 cytopathic effect, primary screen, cell-based, plate reader, single concentration; DENV2-infected cells, cytopathic effect rescue; CPE inhibition, % at 9.99 µM; hit rate 1.7% among 350,000; AID 651640, 2012; in the data active = CPE inhibition above about 20%, passing the limit was not always enough; inconclusive = no clear call, values can overlap the other calls; tested in BHK-21 cells;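 also: 0% = median of neutral control wells and 100% = median of positive control wells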
# PAX8 inh HTS – inhibitors of PAX8-driven TPO luciferase reporter, primary screen, RMG-I cells, single concentration; SteadyGlo, 24 h; inhibition, % at 12.6 µM; hit rate 1.2% among 360,000; AID 652154, 2013;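 active = mean replicate inhibition at least 60% with every replicate also reaching 60%; inconclusive = only one of the two criteria is met; inactive = mean below 60% and not all replicates reaching 60%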;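 also: luciferase light reporting Pax8 driven TPO promoter activity; plate controls were median of neutral control wells for no effect and mitoxantrone controls for full effect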
# SIRT5 block – SIRT5 desuccinylase inhibitors, primary screen, biochemical, fluorescence imaging, single point, set 5. Purified SirT5, succinyl-peptide AMC, trypsin-coupled fluorescence. hit rate 1.1% among 330,000. inhibition, % at 15 µM. NAD-dependent protein deacylase sirtuin-5, mitochondrial (Homo sapiens), Q9NXA8; in the data active = inhibition above about 15%; inconclusive = no clear call, values can overlap the other calls
# Target sequence (Q9NXA8 whole entry, looked up): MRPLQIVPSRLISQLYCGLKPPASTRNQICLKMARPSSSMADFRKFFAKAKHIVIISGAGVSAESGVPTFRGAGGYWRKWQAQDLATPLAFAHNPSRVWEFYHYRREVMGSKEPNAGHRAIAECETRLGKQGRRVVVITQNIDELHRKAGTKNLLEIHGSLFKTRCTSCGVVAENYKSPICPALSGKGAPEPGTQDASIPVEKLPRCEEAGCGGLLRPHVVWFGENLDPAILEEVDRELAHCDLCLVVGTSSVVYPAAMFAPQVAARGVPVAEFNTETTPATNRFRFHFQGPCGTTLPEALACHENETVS
# Starred values were filed as active, the others as inactive; ? = inconclusive; . = not tested or not shown.
# Values in the order: LGR2 antag, EWS-Fli inh, Casp6 inh, ARNT TACC3 PPI, DENV2 CPE, PAX8 inh HTS, SIRT5 block
(1) O=C(Nc1ccccc1F)N[C@H]1CC[C@H](CCNC(=O)C2CCC2)O[C@H]1CO
→ -4, 8, -1, -7, -8, -2, 3
(2) COc1ccccc1NC(=O)N1CCc2c([nH]c3ccccc23)C1C(F)(F)F (stereo not given)
→ -1, 3, 1, 2, -4, 5, 0
(3) O=C(NCCSCc1ccco1)c1ccc(=O)[nH]c1
→ -8, 3, 4, 14, -5, 6, 2
(4) O=C(Nc1c(-c2ccc(Cl)cc2)[nH][nH]c1=O)c1ccccn1
→ -1, -14, 3, ., -11, 0, -3
(5) CCN(CC)C(=O)C(C)OC(=O)COc1ccc(Cl)cc1Cl (stereo not given)
→ ., 8, -4, -8, 4, -1, 0
(6) CCCC#Cc1cnc2c(c1)C(=O)N([C@H](C)CO)C[C@H](C)[C@@H](CN(C)C(=O)NCCC)O2
→ -13, 10, -1, -6, -7, ., 3
(7) CCNc1ccc(C(=O)Nc2ccc3nc(C)sc3c2)cc1[N+](=O)[O-]
→ -27, -8, 0, -2, 33*, -19, 0
(8) C[C@@H]1CN([C@@H](C)CO)C(=O)c2cccc(NC(=O)CCCCCC(=O)Nc3ccccc3N)c2O[C@@H]1CN(C)Cc1ccc(Cl)c(Cl)c1
→ 28, 35, 2, 22, -6, ., 4
(9) CC(C)=C(NC(=O)c1ccccc1)C(=O)NCc1ccccc1
→ 10, -23, -1, -2, -8, 19, -3
(10) C/C=C/c1ccccc1[C@@H]1[C@@H](C#N)N(C(=O)Cc2ccccn2)[C@H]1CO
→ -21, -2, -3, ., 5, ., 0
(11) C[C@H](NC(=O)c1ccc(C(C)(C)C)cc1)C(=O)N1CCOCC1
→ 13, -3, 6, -6, -8, -7, -1
(12) FC(F)(F)c1cnc(N2CCSCC2)c(Cl)c1
→ 3, 7, -3, -7, ?, 15, -5
(13) N#C/C(=C\c1ccc(-c2ccc(C(=O)O)cc2)o1)c1nc2ccccc2[nH]1
→ 10, -59, 4, -2, -6, -22, -2
(14) COc1ccc(OC)c(C(=O)N2CCC(CCC(=O)NC3CC3)CC2)c1
→ -5, -2, -3, 1, -4, -8, -2
(15) S=C(Nc1ccccc1)N1N=C(c2cccs2)CC1c1cccs1 (stereo not given)
→ -13, -12, -1, -2, ., -41, -5
(16) Cc1c(C(=O)/C=C/c2ccccc2F)c2cc(O)ccc2n1C
→ -22, -50, 1, ., 19, -23, .
(17) COc1cc(NC(=O)n2ncc3cc(Cl)ccc32)cc(OC)c1
→ -31, -124, ., -5, -5, -94, -3
(18) CC1(C)OC(C)(C)/C(=C/Nc2ccc(O)cc2)C1=O
→ -15, ., ., -28, ., 18, .
(19) Cc1cccc(NC(=O)c2sc(NC(=O)COc3ccccc3)c(C#N)c2C)c1C
→ ., -3, -2, 0, -2, -6, 3
(20) Cc1ccc(-c2nnc(N3CCN(C(=O)COc4cccc(C)c4)CC3)c3ccccc23)cc1
→ ., 7, 7, 6, -4, 12, -1
(21) COc1cc(OC)cc(C(=O)NCC(=O)N2CC=C(c3ccccc3)CC2)c1
→ -13, 42, 2, ., 11, 34, -19
(22) C[C@@H]1CN([C@H](C)CO)C(=O)c2cc(C#Cc3ccccc3)cnc2O[C@H]1CN(C)C(=O)C1CC1
→ -13, -5, 2, ., 13, ., -4
(23) COCCNc1oc(/C=C/c2cccs2)nc1S(=O)(=O)c1ccccc1
→ 7, 8, -1, ., -8, -1, .
(24) CCOc1ccc(CSCCNC(=S)Nc2ccccc2)cc1
→ 8, ., ., 0, ., 8, .
(25) Cn1c2c(c(=O)n(C)c1=O)C(c1ccc(F)cc1)C(C#N)=C(N)O2 (stereo not given)
→ 14, 6, 4, 3, 7, -11, -1
(26) C[C@@H]1CN([C@H](C)CO)C(=O)c2cc(NC(=O)CCCN(C)C)ccc2O[C@H]1CN(C)S(=O)(=O)c1ccc(Cl)cc1
→ -14, 11, -2, -12, -15, -4, -3
(27) CNS(=O)(=O)c1cn(CC(=O)NCc2cccc(OC)c2)cc1S(=O)(=O)NC
→ 11, -2, 0, -1, 3, -3, -10
(28) CC12CCC(C(S(=O)(=O)Nc3ccccc3)C1=O)C2(C)C (stereo not given)
→ 9, 14, 1, -4, 9, 10, .
(29) CCSc1ccc(-c2cc(NC=O)c3ncc(-c4cccc(C(=O)N(C)C)c4)n3c2)cc1
→ -12, 0, 0, ., 2, 13, 0
(30) COc1cc(NCCCn2cnc(C(=O)Nc3ccc(C)c(C)c3)n2)cc(OC)c1OC
→ 15, 2, 1, 1, 0, -7, -1
(31) Cc1ccccc1/C=N/NC(=O)c1sccc1C
→ -72, ., ., -5, ., -207, .
(32) C[C@H](CO)N1C[C@H](C)[C@H](CN(C)Cc2ccc(-c3ccccc3)cc2)Oc2ccc(NC(=O)Nc3ccc(C(F)(F)F)cc3)cc2C1=O
→ 8, 1, 2, 5, 9, ., 0
(33) NS(=O)(=O)c1ccc(CCNC(=O)c2ccc3c(=O)n4c(nc3c2)CCCCC4)cc1
→ -10, 3, 2, ., ?, -3, 0
(34) Cc1ccc(S(=O)(=O)NNC(=O)c2ccc(F)cc2)cc1
→ 3, 7, -2, -3, 7, 18, 1
(35) O=C(NCc1cc(Cl)cc(Cl)c1)c1csc([C@@H]2C[C@H](O)[C@@H](CO)O2)n1
→ -20, 2, 3, ., -3, 7, -5
(36) CCOc1ncccc1C(=O)OCC(=O)c1ccc(C)c(C)c1
→ -13, 1, 1, -11, 4, -9, .
(37) CN(C)CC(=O)N1[C@@H](C#N)[C@H](c2ccc(C#CC3CCCC3)cc2)[C@@H]1CO
→ -11, -6, -1, 15, 23*, -1, 1
(38) Cc1nn(C2CCS(=O)(=O)C2)c(Cl)c1/C=C/C(=O)OCC(N)=O (stereo not given)
→ -3, 1, -2, 0, -2, -6, -3
(39) CCOC(=O)C1=CCC(c2ccccc2)N(S(=O)(=O)c2ccccc2[N+](=O)[O-])C1 (stereo not given)
→ 12, -1, 0, ., -3, 18, -6
(40) NC(=O)C1CCN(CC(=O)Nc2nc(-c3ccccc3)cs2)CC1
→ ., -8, -1, -38, ?, 22, 0
(41) Cc1ccc(-c2noc(CNC(=O)COc3ccccc3C)n2)cc1
→ 3, -1, -2, -5, -7, -5, 8
(42) O=c1cc(COc2ccccc2[N+](=O)[O-])nc2sccn12
→ -12, -24, 2, ., 9, 15, 0
(43) CCCN=C(C)C1=C(O)c2ccccc2C1=O
→ -39, -43, 1, ., 1, -123, -2
(44) COCC(=O)Nc1ccc2c(c1)C(=O)N(C)C[C@H](OC)[C@H](C)CN(C(=O)Cc1cccnc1)[C@@H](C)CO2
→ 16, -2, ., ., 1, ., .
(45) C[C@@H]1CN([C@@H](C)CO)C(=O)Cc2cc(NC(=O)CCN3CCOCC3)ccc2O[C@H]1CN(C)Cc1ccc(C(=O)O)cc1
→ 15, 2, ., -18, 3, 5, .
(46) Cc1ccc(-c2ccc([C@H]3[C@@H](CO)N4CCCCN(C(=O)Nc5ccccc5)C[C@@H]34)cc2)cc1
→ 9, 0, -4, 21, -9, -6, 2
(47) CNC[C@H]1Oc2ccc(NC(=O)CCC(F)(F)F)cc2C(=O)N([C@@H](C)CO)C[C@@H]1C
→ -17, 4, -1, 0, 4, -26, 5
(48) COC(=O)[C@]12C[C@H](CC(=O)NCCc3ccccc3OC)C(=O)N(Cc3ccccc3)C1=C[C@H](C(C)(C)C)O[C@@H]2C
→ 12, 8, 1, ., -10, 1, .
(49) O=C(N/N=C/c1c(O)ccc2ccccc12)c1[nH]ncc1Br
→ -10, 4, -2, 35, 5, 19, 4
(50) COc1ccc(C(=O)Nc2ccc(SC(F)F)cc2)cc1
→ -48, ., ., -6, ., -19, .
(51) C/C(=N/NC(=O)c1ccc(Br)s1)c1ccncc1
→ -27, ., -2, 9, ?, -77, -1
(52) Cc1oc(C(C)(C)C)c(CN2CCOCC2)c1C(=O)O
→ 2, 0, 1, -5, 1, 4, -1
(53) COc1cccc(CN2CC(C(=O)NCCc3ccc(C)o3)CCC2=O)c1 (stereo not given)
→ -2, 1, -2, -1, 1, 9, 1
(54) Cc1ccccc1N1C(=S)NC2c3ccccc3OC1(C)C2C(=O)N(C)C (stereo not given)
→ ., -2, -1, 0, 3, 5, 1
(55) C/C=C/c1ccc([C@H]2[C@@H](CO)N(S(C)(=O)=O)[C@@H]2CN(CC)C(=O)CC)cc1
→ 4, -1, ., -3, ., -18, -13
(56) O=C(COc1ccc2ccc(=O)oc2c1)N1CC[C@@]2(O)CCCC[C@H]2C1
→ 5, 0, 0, 0, -25, ., .
(57) Cc1ccccc1N1C(=O)c2ccccc2C1Nc1cccnc1 (stereo not given)
→ -23, -4, -1, 0, 2, 17, -1
(58) COc1cccc([C@@H]2CC=C(C(=O)O)[C@H](c3ccccc3)N2S(=O)(=O)c2ccc(C)cc2)c1
→ -11, -9, 3, -16, -6, 2, 1
(59) CSc1nc(=S)n(Cc2ccccc2)c(C)c1C(C)=O
→ 3, ., ., 4, ., -4, .
(60) COc1ccc(N(CC(O)Cn2nnc3ccccc32)S(=O)(=O)c2ccc(C)cc2)cc1 (stereo not given)
→ 30, 8, 4, -1, 2, ., -7

# (listing goes on)
# Values in the order: LGR2 antag, EWS-Fli inh, Casp6 inh, ARNT TACC3 PPI, DENV2 CPE, PAX8 inh HTS, SIRT5 block
(61) C[C@H](CO)N1C[C@H](C)[C@H](CN(C)C(=O)Nc2ccc3c(c2)OCO3)OCCCC[C@H](C)Oc2ccc(NC(=O)C3CCCCC3)cc2C1=O
→ 57*, 0, 1, 4, -4, ., -2
(62) CC(C)(C)C(=O)O/N=C(\N)COc1cccc(Cl)c1
→ -56, -36, 1, -3, -1, -156, -4
(63) CCCNC(=O)N(C)C[C@H]1N[C@@H](CO)[C@@H]1c1ccc(C2=CCCCC2)cc1
→ 3, 45, ., 2, 4, 103*, 10
(64) CCc1ccccc1NC(=O)Cn1nc(C(F)(F)F)cc1C1CC1
→ -2, 9, 2, -1, ., ., 5
(65) CC1CCc2c(sc(NC(=O)CN3CCN(C(=O)c4ccco4)CC3)c2C#N)C1 (stereo not given)
→ 4, ., -1, ., ., ., -3
(66) O=C(Nc1ccc(N2CCCC2)c(Cl)c1)c1ccc([N+](=O)[O-])cc1
→ -13, -29, -2, -2, -8, 8, -4
(67) C[C@@H]1CN([C@@H](C)CO)C(=O)c2cc(NS(=O)(=O)c3ccc(F)cc3)ccc2O[C@H]1CN(C)C
→ 3, -3, 3, 1, 14, -12, 0
(68) C/C=C/c1ccc([C@@H]2[C@H](CO)N(S(C)(=O)=O)C23CN(C(=O)CC)C3)cc1
→ -7, -4, -1, ., 6, 6, 0
